# Compound activity: PubChem, Sanford-Burnham Center for Chemical Genomics
# ATG4B inhibitor: ATG4B protease inhibitors, primary screen, biochemical, fluorescence, uHTS; Cysteine protease ATG4B (Homo sapiens), Q9Y4P1; ATG4B cleavage of LC3-PLA2, NBD-HPC fluorescence, 1 h; inhibition, % at 8.33 µM; 340,000 tested, 0.51% active; AID 504462, 2011; in the data active means inhibition above about 40%
# HKDC1 inh: HKDC1 hexokinase inhibitors, primary screen, biochemical, fluorescence, uHTS. 340,000 tested, 0.16% active. Q2TB90. inhibition, % at 20 µM. recombinant HKDC1, G6PDH/diaphorase resazurin coupled fluorescence;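 active means inhibition above about 35% when tested at 20 µM, limit read from the data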;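 further: plate controls were DMSO wells with enzyme for no effect and DMSO wells lacking enzyme for full effect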
#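 Test system: recombinant HKDC1 (HK5) hexokinase enzyme, produced in-house; Amount: enzyme 5 µg/mL final; Buffer or medium: Tris pH 8.0 buffer with MgCl2, Tween-20, BSA, BME; Reagent: glucose and ATP substrates; Doses: 20 µM test compound, 1% DMSO; Incubation: 90 min reaction incubation at room temperature, dark; Detection: resorufin fluorescence at 613 nm.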
# SENP8 block: human SENP8 protease inhibitors, primary screen, biochemical, fluorescence, Nedd8 protein substrate, uHTS. inhibition, % at 20 µM. Sentrin-specific protease 8 (Homo sapiens), Q96LD8. 360,000 tested, 0.64% active. recombinant SENP8; in the data active means inhibition mostly above about 40%, no sharp cut-off; inactive means mostly below about 27%
# Target sequence (Q96LD8 whole entry, looked up): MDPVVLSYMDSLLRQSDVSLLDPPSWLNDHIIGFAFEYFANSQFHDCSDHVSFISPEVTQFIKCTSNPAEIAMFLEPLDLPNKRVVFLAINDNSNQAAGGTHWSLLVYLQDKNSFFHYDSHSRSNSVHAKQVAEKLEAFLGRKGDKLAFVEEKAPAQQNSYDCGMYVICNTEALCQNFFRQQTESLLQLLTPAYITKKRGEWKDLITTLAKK
# SENP7 block: SENP7 protease inhibitors, primary screen, biochemical, luminescence, uHTS. inhibition, % at 5 µM. Sentrin-specific protease 7 (Homo sapiens), Q9BQF6. recombinant SENP7, Z-RLRGG-aminoluciferin luminescence, 40 min. 330,000 tested, 1.5% active;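 active means inhibition above about 50% at the single test dose, limit read from the data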;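 further: plate controls were DMSO with enzyme for no effect and no enzyme buffer wells for full effect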
# Target sequence (Q9BQF6 706-1050 limits assumed): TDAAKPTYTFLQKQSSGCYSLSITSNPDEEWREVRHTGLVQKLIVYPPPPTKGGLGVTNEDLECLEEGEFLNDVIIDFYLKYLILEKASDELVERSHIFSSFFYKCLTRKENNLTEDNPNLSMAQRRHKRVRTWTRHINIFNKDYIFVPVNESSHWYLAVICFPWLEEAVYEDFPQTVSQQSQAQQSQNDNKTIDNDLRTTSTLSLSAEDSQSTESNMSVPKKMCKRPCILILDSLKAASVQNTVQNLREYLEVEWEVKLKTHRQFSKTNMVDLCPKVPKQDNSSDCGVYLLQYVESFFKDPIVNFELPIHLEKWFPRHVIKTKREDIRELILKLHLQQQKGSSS
# GRIN3A LBD mod: binders of NR3A ligand-binding domain, primary screen, biophysical, differential scanning fluorimetry, uHTS | Glutamate receptor ionotropic, NMDA 3A (GRIN3A) ligand-binding domain | NR3A LBD differential scanning fluorimetry, Tm shift; 0% = protein alone, 100% = glycine-bound protein | Tm shift relative to glycine control, % at 25 µM | 340,000 tested, 2.5% active;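 active means melting temperature shift of at least 10% of the positive control shift, at one fixed dose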
# MPTP inh: mitochondrial permeability transition pore inhibitors, primary screen, biochemical, isolated mouse mitochondria, absorbance. inhibition, % at 10 µM. 360,000 tested, 1.4% active. Ca2+ swelling absorbance, 30 min;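 active means inhibition of 50% or more, scaled per plate between neutral and stimulator controls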;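 further: 0% = DMSO wells given calcium and 100% = 1 mM EGTA wells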
# PfGluPho inh: PfG6PD enzyme inhibitors, primary screen, biochemical, fluorescence intensity, uHTS. glucose-6-phosphate dehydrogenase-6-phosphogluconolactonase (Plasmodium falciparum 3D7). PfGluPho enzyme, NADPH resazurin-diaphorase fluorescence. 350,000 tested, 0.78% active. inhibition, % at 20 µM;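 active means inhibition reaching at least a set limit at 20 µM in the primary screen, cut at about 59% in these data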;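 further: 0% = DMSO wells with substrate and 100% = DMSO wells lacking glucose-6-phosphate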
# SENP6 inh: SENP6 protease inhibitors, primary screen, biochemical, luminescence, uHTS | Recombinant SENP6 catalytic domain, aminoluciferin luminescence | inhibition, % at 10 µM | Sentrin-specific protease 6 (Homo sapiens), Q9GZR1 | 330,000 tested, 1.8% active;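 active means inhibition above about 50% at the single tested dose, limit read from the data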;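 further: plate controls were DMSO wells with enzyme for no effect and DMSO wells lacking enzyme for full effect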
# Target sequence (Q9GZR1 628-1112 limits assumed): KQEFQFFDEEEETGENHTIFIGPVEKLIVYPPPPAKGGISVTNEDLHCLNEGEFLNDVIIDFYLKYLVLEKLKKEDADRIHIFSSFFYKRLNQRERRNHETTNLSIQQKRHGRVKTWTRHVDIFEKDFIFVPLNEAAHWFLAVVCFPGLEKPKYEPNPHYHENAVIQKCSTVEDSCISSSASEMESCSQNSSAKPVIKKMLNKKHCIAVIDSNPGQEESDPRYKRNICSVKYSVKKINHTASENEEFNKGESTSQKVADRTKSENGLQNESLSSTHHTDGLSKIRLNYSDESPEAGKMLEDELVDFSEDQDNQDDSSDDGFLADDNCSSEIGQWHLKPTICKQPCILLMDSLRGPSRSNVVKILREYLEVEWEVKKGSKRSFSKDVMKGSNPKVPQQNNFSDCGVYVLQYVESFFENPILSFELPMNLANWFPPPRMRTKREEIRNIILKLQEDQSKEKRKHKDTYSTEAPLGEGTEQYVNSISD
# * hit, by the source's call; x = no result given.
SMILES,ATG4B inhibitor,HKDC1 inh,SENP8 block,SENP7 block,GRIN3A LBD mod,MPTP inh,PfGluPho inh,SENP6 inh
Cc1cc(C)c2oc(=O)cc(CN3CCN(Cc4ccc5c(c4)OCO5)CC3)c2c1,8,-6,-30,x,0,-0.8,-5,x
COc1ccccc1N(Cc1cc(=O)[nH]c2ccccc12)C(=O)C(C)C,-11,6,-8,-14,-6,-0.3,3,-9
O=C(COc1ccc(C(=S)N2CCOCC2)cc1Cl)Nc1ccccc1Cl,-1,6,7,-3,2,-2.9,2,-12
COc1ccc(-n2c(Cn3c(=O)sc4ccccc43)nnc2SCC(=O)N2CCCC2)cc1,6,1,5,5,0,-1.6,5,-16
CCCCCCC(NC(=O)Cc1ccc2ccccc2c1)C(=O)O (stereo not drawn),-1,5,1,-10,2,0.2,-30,x
CC1=NNC(=O)/C1=C\c1cn(-c2ccccc2)nc1-c1cccs1,-15,24,19,-3,1,-0.9,40,-3
O=C(COc1ccc(S(=O)(=O)N2CCOCC2)cc1)N1CCOCC1,3,-3,9,-4,-1,-0.5,0,-16
O=C(N/N=C/c1cc(Br)ccc1O)c1ccccc1Cl,3,-27,6,-5,-8,11,4,-7
Cc1cc(=O)[nH]c(N2CCN(c3ccc(Cl)cc3)CC2)n1,3,-9,-1,x,3,0.6,18,x
COc1cccc(OC)c1C(=O)Nc1nc2cc3c(cc2s1)OCO3,-2,-1,-130,1,-1,2.1,-1,-4
S=C(NCCN1CCOCC1)Nc1ccc(-c2nc3ccccc3[nH]2)cc1,2,7,-152,-9,15*,-2.2,-3,-6
COc1ccc(NC(=O)CCc2nnc3ccc(N4CCN(c5cccc(OC)c5)CC4)nn23)cc1,-15,11,19,-7,-1,0.1,11,1
Cc1nc2nc(C)c(CCC(=O)O)c(C)n2n1,-3,-10,10,-10,1,-2.0,4,7
C[C@H](CO)N1C[C@H](C)[C@@H](CN(C)C(=O)Nc2ccc(C(F)(F)F)cc2)Oc2c(NC(=O)Nc3ccc(C(F)(F)F)cc3)cccc2C1=O,-7,8,0,-2,28*,0.0,18,-22
CCc1ccccc1NC(=O)CCC(=O)OCC(=O)c1ccc(-c2ccccc2)cc1,16,1,-2,9,-4,0.6,-21,-1
CC(=O)c1cc(NC(=O)c2ccc([N+](=O)[O-])cc2)c(=O)oc1C,11,-10,2,-2,-1,0.4,3,-61
CN(C(=O)COC(=O)CN1C(=O)c2ccccc2C1=O)c1c(N)n(Cc2ccccc2)c(=O)[nH]c1=O,8,-6,4,10,-2,0.0,5,-9
CCSc1ccc([C@@H]2[C@H]3C(=O)N(C)C(=O)[C@H]3[C@]3(C(=O)OC)CCCCN23)cc1OC,-4,-2,-58,1,-1,0.8,25,-9
Cc1ccc(/C=C2\SC(=S)N(CCC(=O)NNS(=O)(=O)c3ccccc3)C2=O)cc1,4,-4,59*,-3,3,5.2,-7,-3
N#CC(Cc1ccc(OC(F)F)cc1)c1nc2ccccc2[nH]1 (stereo not drawn),6,-14,-22,64*,1,1.4,-8,93*
O=C(CSc1ccc(Cl)cc1)Nc1ccc(N2CCN(C(=O)c3ccc(Cl)cc3)CC2)cc1,5,10,3,1,1,3.0,-10,6
CC(=O)Nc1ccc(NC(=O)CCC(=O)OCC(=O)c2ccc(F)cc2)cc1,-3,-1,20,-5,-2,-0.2,-1,13
C=CCSc1nnc(-c2cccc3ccccc23)o1,-1,-7,4,-1,-2,-2.9,-7,-30
COc1ccc(CNC(=O)c2sccc2-c2ccccc2)cc1OC,-3,-10,4,-1,-1,8.0,3,4
Cc1ccc(S(=O)(=O)N2CCOCC2)cc1C(=O)OCC(=O)NC1CCCCC1,0,-7,2,-16,-1,-0.1,-8,-18
CCOc1ccc(C(=O)N[C@H](C(=O)NNC(=O)c2cccs2)C(C)C)cc1,-16,-5,3,3,0,0.2,-1,8
CC1(C)Oc2ccc3ccc(=O)oc3c2-c2cn[nH]c21,0,0,-328,14,-1,-6.4,15,3
C=CCNC(C(=O)Nc1cccc(OC)c1)c1ccccc1 (stereo not drawn),-8,-8,10,2,15*,-1.0,12,-9
O=C(COc1cccc(Br)c1)N/N=C/C(=O)c1ccccc1,-2,1,12,5,-14,0.4,21,3
CCCCCN(C(=O)CCC(=O)OC(C)C(=O)NCc1ccccc1)c1c(N)n(CCCC)c(=O)[nH]c1=O (stereo not drawn),-4,-7,-35,-5,0,-0.5,-9,-20
CCOCCOC(=O)Cn1cnc2scc(-c3ccc(C)cc3)c2c1=O,-1,-5,11,3,-1,3.8,19,0
Cc1cccc(/C=N/Nc2cc(N3CCOCC3)nc(N3CCOCC3)n2)c1,-8,8,8,19,-5,0.8,21,20
COc1ccc(OCCOC(=O)CNC(=O)c2ccc(Cl)cc2Cl)cc1,5,-1,8,5,-1,0.8,-13,-5
CC(NC(=O)c1ccc(N2CCNCC2)c([N+](=O)[O-])c1)C12CC3CC(CC(C3)C1)C2 (stereo not drawn),-4,-1,x,1,-2,x,14,-5
O=C1c2ccccc2NC(c2ccccc2Br)N1CCCN1CCOCC1 (stereo not drawn),5,-7,-410,2,-3,-0.1,-11,-6
NC(=O)c1cccnc1Oc1ccc(Cl)cc1Cl,5,2,16,1,-1,-1.8,-9,2
CCN(CC)c1ccc(/C=N/N2CCOCC2)c(O)c1,5,-12,-6,-14,0,1.2,19,-14
COc1cccc(CNc2cc(C)ccn2)c1O,-1,-2,0,-9,2,2.4,9,1
CNc1nc(Cl)c(SC)c(NCc2cccc(OC)c2)n1,31,-1,15,0,17*,1.8,-2,-30
OCCN(CC#CCn1c2ccccc2c2ccccc21)CCO,-2,-4,-2,-1,0,-0.1,2,-14
COc1ccc(C(=O)Nc2c(C(C)(C)C)nn(C)c2C(C)(C)C)cc1,-6,-7,11,-4,-4,-0.7,1,-7
Cc1cc2ncn(C(=O)N3CCCCCC3)c2cc1C,-14,2,5,5,-1,-2.0,-8,-2
COc1ccc(-c2nnc(NC(=O)c3ccc(S(=O)(=O)N4COCC4(C)C)cc3)o2)cc1,-17,-2,-90,-6,-8,-11,-19,-11
Cc1ccc(CNC(=O)CN(C)S(=O)(=O)c2cccc3cccnc23)cc1,-4,-3,4,-9,-1,-1.1,-7,1
Cc1ccc(S(=O)(=O)N2CCC(C(=O)NCCCN3CCCC3=O)CC2)cc1C,2,-3,7,-1,-4,-0.7,5,-2
O=C1CSC(c2cn(-c3ccccc3)nc2-c2cccs2)N1CC1CCCO1 (stereo not drawn),-7,-4,-1,1,1,-3.3,10,-5
CCC1CN(C(=O)NCc2ccccc2)c2cc(Cl)ccc2O1 (stereo not drawn),12,2,14,-4,2,0.9,-1,6
CCOC(=O)c1c(C)n(C)c2cc(-c3ccc(F)cc3)c(O)cc12,22,-11,-23,5,2,2.5,14,8
CCOc1ccc(C(=O)Nc2c3c(nn2-c2cccc(C)c2C)CS(=O)C3)cc1 (stereo not drawn),0,-6,4,-1,0,-1.2,8,18
COc1ccc(CC(=O)N(Cc2cc3cc(OC)ccc3[nH]c2=O)C(C)C)cc1,-4,-6,-493,7,3,0.4,11,-10
O=C(Nc1cccnc1Cl)c1ccc(Cl)cc1,2,-6,7,7,-1,-0.2,-2,-3
CC1CC(C)CN(C(=O)Cn2c(=O)n(CCCCC(=O)NC3CCCC3)c(=O)c3ccccc32)C1 (stereo not drawn),-5,-4,6,-2,0,-0.2,9,-8
CN(Cc1cccnc1)Cc1cn(Cc2ccccc2)nc1-c1ccc2c(c1)OCO2,5,-11,9,6,-1,0.2,18,17
CCN(CC)C(=O)Cn1cc(S(=O)(=O)CC(=O)Nc2ccc3c(c2)OCCO3)c2ccccc21,-6,4,18,1,0,4.0,22,-6
COc1ccc(CC2(CO)CCN(Cc3ccc(OC(F)(F)F)cc3)CC2)cc1,-11,-1,14,3,-2,2.4,17,2
COc1ccc(S(=O)(=O)N(C)C[C@H]2Oc3c(NC(=O)C4CCCCC4)cccc3C(=O)N([C@H](C)CO)C[C@@H]2C)cc1,-9,-9,-3,-11,-4,-0.2,-2,2
CC(NCC(=O)Nc1ccccc1C(=O)NC1CC1)c1cccc(Cl)c1 (stereo not drawn),4,0,-5,0,-2,-0.9,-2,0
CCN1C[C@@H]2[C@@H]3C(=O)N(Cc4ccccc4)C(=O)[C@@H]3[C@](CC)(C1=O)N2C(=O)c1ccc(Br)cc1,-2,-4,10,x,-1,0.2,3,x
C=CCNc1ccccc1S(=O)(=O)NCc1ccccc1,-2,7,-29,-5,-7,0.4,48,x
CC(C)CN(C(=O)COC(=O)c1ccc(Br)o1)c1c(N)n(Cc2ccccc2)c(=O)[nH]c1=O,1,-6,-2,2,1,-0.5,-3,4

# Overlap with the part before: 5 compounds, then new ones.
SMILES,ATG4B inhibitor,HKDC1 inh,SENP8 block,SENP7 block,GRIN3A LBD mod,MPTP inh,PfGluPho inh,SENP6 inh
COc1ccc(S(=O)(=O)N(C)C[C@H]2Oc3c(NC(=O)C4CCCCC4)cccc3C(=O)N([C@H](C)CO)C[C@@H]2C)cc1,-9,-9,-3,-11,-4,-0.2,-2,2
CC(NCC(=O)Nc1ccccc1C(=O)NC1CC1)c1cccc(Cl)c1 (stereo not drawn),4,0,-5,0,-2,-0.9,-2,0
CCN1C[C@@H]2[C@@H]3C(=O)N(Cc4ccccc4)C(=O)[C@@H]3[C@](CC)(C1=O)N2C(=O)c1ccc(Br)cc1,-2,-4,10,x,-1,0.2,3,x
C=CCNc1ccccc1S(=O)(=O)NCc1ccccc1,-2,7,-29,-5,-7,0.4,48,x
CC(C)CN(C(=O)COC(=O)c1ccc(Br)o1)c1c(N)n(Cc2ccccc2)c(=O)[nH]c1=O,1,-6,-2,2,1,-0.5,-3,4
CN(C)c1nc(SCC(=O)Nc2ccc(Cl)c(Cl)c2)nc(N2CCOCC2)n1,1,0,16,1,-2,1.2,4,-6
COc1ccc(NC(=S)N(CCCN2CCOCC2)Cc2ccccn2)cc1,0,-3,16,9,2,-1.1,-4,-19
O=C(CSc1ccc(Cl)cc1)NC(=O)c1ccccc1,0,1,14,2,1,0.1,20,7
COc1cccc(OCCn2cc(C=O)c3ccccc32)c1,-2,0,6,-10,2,2.2,38,17
O=C(Cc1ccc(Cl)cc1)Nc1ccc(NC(=O)c2cccs2)cc1,-3,-9,-3,5,6,0.9,1,-1
Cc1ccc2c(c1)NC(C(C)(C)C)CO2 (stereo not drawn),2,-1,25,-6,-3,1.2,1,-5
CCOc1nc(N2CCOCC2)nc(C)c1[N+](=O)[O-],-19,-6,20,4,3,2.1,-12,-11
Cc1ccc(CS(=O)(=O)CCC(=O)NCc2ccccc2Cl)cc1,9,3,11,4,0,1.3,-3,-1
CCOc1ccccc1NC(=O)Nc1ccc(Br)cn1,10,-5,1,5,3,1.7,-23,-1
Cc1cc(NS(=O)(=O)c2ccc(NC(=O)C(C(C)C)N3C(=O)c4ccccc4C3=O)cc2)nc(C)n1 (stereo not drawn),-3,4,11,4,4,-0.8,-27,2
O=c1cc(CSc2nnc(-c3ccccc3)o2)c2ccccc2[nH]1,-1,-6,8,0,-1,-0.9,9,-16
Cc1ccc(/C=N/N=C/c2ccc(C)cc2)cc1,3,8,14,39,-3,0.8,13,1
CC(C)C1S/C(=N/N=C/c2ccco2)NC1=O (stereo not drawn),-3,-9,11,3,2,0.1,12,-2
